Screening results: PubChem BioAssay, Southern Research Specialized Biocontainment Screening Center
K1F lysis inhibition = inhibition of K1F phage lysis, E. coli UTI89, bacterial capsule biogenesis inhibitors, alamar blue (AID 488966). E. coli UTI89 K1F phage lysis, alamar blue, 2 h; higher % means a stronger effect. inhibition, % at 100 µM; hits with a dose series show IC50 in µM. hit rate 0.02% among 340,000;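 active = phage lysis inhibition, versus mean bacterial control, above a set limit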;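 note: capsule biogenesis inhibitors block K1F phage lysis so surviving cells raise fluorescence; higher fluorescence means more inhibition of phage lysis; actives were called in the ten point dose series up to 300 µM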
Active calls of the source: *; i = inactive; [ ] = remark or other dose. This is a subset. The share of hits here may be higher or lower than overall.

SMILES,K1F lysis inhibition
CCN(CC(=O)NCc1cccs1)C(=O)c1ccc(-c2cccc(C(F)(F)F)c2)o1,-2.5%
Cc1cccc(NC(=O)c2nc[nH]c2C(=O)NCCCNC(=O)c2[nH]cnc2C(=O)Nc2cccc(C)c2)c1,0.1%
Cc1ccc(C(=O)NCC(=O)Nc2ccc(S(=O)(=O)Nc3cc(C)nc(C)n3)cc2)cc1,0.5%[50 µM]
COc1cccc([C@@H]2CC=C(C(=O)O)[C@H](c3ccc(F)cc3)N2S(=O)(=O)c2ccc(C)cc2)c1,-0.1%
COc1ccc2oc(C(=O)OCC(=O)N(C)C3CCCCC3)c(C)c2c1,-0.7%
Nc1ccc2nc(-c3ccccc3)cnc2c1,-0.9%
CC(OC(=O)c1cccc(-n2cnnn2)c1)C(=O)Nc1ccc(F)cc1Cl (stereo not given),1.4%[50 µM]
O=C(c1cn(-c2ccccc2)nc1-c1cccnc1)N1CCN(S(=O)(=O)c2ccc(Cl)cc2)CC1,0.6%[50 µM]
Cc1ccc(C(=O)NCC(=O)N2CCCCCCC2)cc1C,0.8%[50 µM]
O=C(OCC(=O)N1CCCCCC1)c1cccnc1Cl,0.3%[50 µM]
CCOc1ccc(NC(=O)CN(C)C(=O)C(C)N2C(=O)c3ccccc3C2=O)cc1OCC (stereo not given),1.3%[50 µM]
CCOc1ccc(NC(=O)COc2ccc(C(=O)NCc3cccnc3)cc2OC)cc1,0.5%[50 µM]
CC(=O)NS(=O)(=O)c1ccc(NC(=O)COc2cccc3c2OC(C)(C)C3)cc1,1.1%[50 µM]
CCOc1cc(C(=O)NCc2ccccc2)ccc1OCC(=O)N1CCCCC1,0.1%[50 µM]
Cc1cc(OCC(=O)N(Cc2ccco2)c2c(N)n(Cc3ccccc3)c(=O)[nH]c2=O)ccc1Cl,-0.5%[50 µM]
CCN1C(=O)[C@H]2[C@@H](c3ccc(-c4ccccc4)c(OC)c3)N[C@@](Cc3ccccc3)(C(=O)OC)[C@H]2C1=O,-1.0%
O=C(COc1ccc(Cl)cc1)N1N=C(c2cccs2)CC1c1ccco1 (stereo not given),1.1%[50 µM]
O=C(COC(=O)C1COc2ccccc2O1)NC1CCCCC1 (stereo not given),-1.4%
O=C(OCC(=O)N1CCCc2ccccc21)c1ccccc1OC(F)F,0.3%
CCCCN(C(=O)c1oc2ccc(OCC)cc2c1C)c1c(N)n(CC(C)C)c(=O)[nH]c1=O,1.4%[50 µM]

The last 5 compounds of the section before are carried over, then new ones follow.
SMILES,K1F lysis inhibition
CCN1C(=O)[C@H]2[C@@H](c3ccc(-c4ccccc4)c(OC)c3)N[C@@](Cc3ccccc3)(C(=O)OC)[C@H]2C1=O,-1.0%
O=C(COc1ccc(Cl)cc1)N1N=C(c2cccs2)CC1c1ccco1 (stereo not given),1.1%[50 µM]
O=C(COC(=O)C1COc2ccccc2O1)NC1CCCCC1 (stereo not given),-1.4%
O=C(OCC(=O)N1CCCc2ccccc21)c1ccccc1OC(F)F,0.3%
CCCCN(C(=O)c1oc2ccc(OCC)cc2c1C)c1c(N)n(CC(C)C)c(=O)[nH]c1=O,1.4%[50 µM]
O=C1Nc2ccccc2SC1c1ccccc1Cl (stereo not given),-1.4%
O=C(NCc1cccnc1)c1cccc(S(=O)(=O)Nc2ccc(F)cc2)c1,1.8%[50 µM]
CC(C)c1ccc(N(CCc2ccccn2)C(=O)C(C)(C)C)cc1,-0.2%
Cc1c(NS(=O)(=O)c2cc(C(=O)NC(C)c3ccccc3)ccc2Cl)c(=O)n(-c2ccccc2)n1C (stereo not given),0.5%[50 µM]
O=[N+]([O-])c1cccc(-n2cc3ccc([N+](=O)[O-])cc3n2)c1,0.7%[50 µM]
COc1ccccc1CCNC(=O)C(=O)NCCC1CCCCN1S(=O)(=O)c1cccs1 (stereo not given),0.4%[50 µM]
CCOc1ccc(S(=O)(=O)N2CCC(C(=O)OC(C)C(=O)NC3CCCCC3C)CC2)cc1 (stereo not given),0.2%[50 µM]
O=C(Nc1ncnc2c1C(c1ccccc1)c1c(ccc3ccccc13)O2)c1ccccc1 (stereo not given),4.7%
Cc1ccccc1NC(=O)COC(=O)c1cc[n+]([O-])cc1,0.6%[50 µM]
CCc1ccc(-c2cnc3nc[nH]c(=O)c3n2)cc1,0.6%
O=C(COC(=O)c1cnccn1)Nc1ncc(Cl)cc1Cl,1.5%[50 µM]
Cc1ccc(S(=O)(=O)N2CCCCC2)cc1NC(=O)CCNC(=O)c1ccc([N+](=O)[O-])cc1,1.2%[50 µM]
COC(=O)c1ccc(N2CCN(C)CC2)c(NC(=O)c2sc3ccccc3c2Cl)c1,-2.2%
CCCCN(C(=O)c1cccs1)c1c(N)n(Cc2ccccc2)c(=O)[nH]c1=O,-1.2%
O=C(NCc1ccccc1)C1=C[C@H](c2ccc(Br)cc2)C[C@H](OCCCCO)O1,-0.7%
Cc1ccc(NC(=O)C(=O)NCC2CCCN2S(=O)(=O)c2cccs2)cc1 (stereo not given),1.1%[50 µM]
COc1cc(OC)c(C(=O)OCC(=O)NC2CCCCCCC2)cc1OC,-2.0%
COc1ccc(S(=O)(=O)NCCC(=O)OCc2cc(=O)oc3cc(C)ccc23)cc1[N+](=O)[O-],0.5%[50 µM]
C=C(C)C(O)Cc1c(OC)ccc(C(=O)/C=C/c2ccc(O)cc2)c1O (stereo not given),-0.6%
C=CC(n1cncn1)C(O)(c1ccccc1)c1ccccc1 (stereo not given),-0.6%
Cc1ccc(NC(=O)CSc2ccc3c(c2)OCCO3)nc1,0.3%[50 µM]
CCN(CC)S(=O)(=O)c1ccc(N2CCCC2)c(NC(=O)c2nn(C)c(=O)c3ccccc23)c1,-0.2%[50 µM]
O=C(Oc1ccc(Br)cc1)C1CCN(C2=NS(=O)(=O)c3ccccc32)CC1,0.8%[50 µM]
O=C(COC(=O)CCC(=O)c1cccs1)Nc1ccccc1C(F)(F)F,0.6%[50 µM]
CC(C)(C)c1ccc(C(=O)NC(=O)COC(=O)c2ccco2)cc1,1.0%[50 µM]
CCCc1nnc(NC(=O)c2oc3ccccc3c2COCC)s1,1.4%[50 µM]
CCOc1ccc(Oc2ccc(NS(=O)(=O)c3cc(C(=O)O)ccc3Cl)cc2)cc1,-0.9%[50 µM]
COC(=O)[C@@]1(Cc2ccccc2)[C@H]2C(=O)N(Cc3ccccc3)C(=O)[C@H]2[C@H]2CN=C(SCC(=O)c3ccccc3)N21,0.5%
O=C(CC1SC(N2CCOCC2)=NC1=O)Nc1ccc(Cl)c(C(F)(F)F)c1 (stereo not given),6.5%
Cc1cnc(C(=O)OC(C)C(=O)Nc2ccccc2-c2ccccc2)cn1 (stereo not given),1.0%[50 µM]
O=C(NCc1cccnc1)c1cccc(S(=O)(=O)NCc2ccccc2)c1,1.2%[50 µM]
O=C(NCCS(=O)(=O)N1CCN(c2ccc(F)cc2)CC1)c1ccc2c(c1)OCO2,1.6%[50 µM]
COc1ccc(S(=O)(=O)Nc2cc(C)on2)cc1NC(C)=O,0.9%[50 µM]
CC(=O)Nc1ccc2c(c1)Cc1c(F)cccc1-2,4.6%
CN(C)S(=O)(=O)c1ccc(N2CCCC2)c(C(=O)NNC(=O)COc2cccc(F)c2)c1,0.2%[50 µM]
CCN(c1ccccc1)S(=O)(=O)c1ccc(OC)c(NC(=O)CCc2nc3ccccc3c(=O)[nH]2)c1,0.4%[50 µM]
C[C@H](CO)N1C[C@H](C)[C@@H](CN(C)S(=O)(=O)c2cccs2)Oc2ccc(NS(=O)(=O)c3ccc(F)cc3)cc2C1=O,0.0%
COc1c2ccoc2c(OC[C@@H](OC(C)=O)C(C)(C)O)c2oc(=O)ccc12,-0.5%
Clc1ccc(-n2nnnc2Sc2ncnc3sccc23)cc1,-0.4%
COc1ccc2sc(-c3ccccc3OC)c(-c3ccc(OCCN4CCOCC4)cc3)c2c1,-0.1%
COc1cc(/C=C/C(=O)OCC(=O)NC(C)c2ccccc2)cc(OC)c1OC (stereo not given),-3.1%
Cc1cccc(C(=O)NCC(=O)OCCOc2ccccc2Cl)c1,0.2%[50 µM]
CCCN(CC(=O)Nc1ccccc1C)C(=O)C1CCN(S(=O)(=O)c2ccc3c(c2)OCCO3)CC1,0.3%[50 µM]
COC(=O)[C@]12C(=O)NC[C@H](CN1c1ccc(Cl)c(C)c1)N2C,-0.1%
CCOC(=O)[C@H]1[C@H]2COc3ccccc3[C@@H]2N2C(=O)CN(CC3CCCO3)C(=O)[C@@]12C (stereo not given in full),-0.4%
O=C1COc2ccc(C(=O)COC(=O)c3ccccn3)cc2N1,1.0%[50 µM]
COc1cc(/C=C/C(=O)OCC(=O)NC2CCS(=O)(=O)C2)ccc1OC(F)F (stereo not given),0.7%[50 µM]
O=C(c1cc(-c2ccccc2)nn1CC1CC(c2cccnc2)=NO1)N1CCOCC1 (stereo not given),0.6%
C[C@H](CO)N1C[C@H](C)[C@@H](CN(C)C(=O)Nc2ccc(C(F)(F)F)cc2)Oc2ccc(NC(=O)Nc3ccc(C(F)(F)F)cc3)cc2C1=O,0.6%
Cc1ccnc(NC(=O)CN2C(=O)c3ccccc3S2(=O)=O)c1,0.6%[50 µM]

Continuation:
SMILES,K1F lysis inhibition
OC(COc1ccc(Cl)cc1)CN1CCN(c2ccccn2)CC1 (stereo not given),2.1%
Cc1csc(NC(=O)COc2ccc3c(c2)CCC3)n1,0.0%[50 µM]
Cc1ccc(NC(=O)COC(=O)CCc2c(C)nc3ncnn3c2C)cc1C,i
COC(C)c1oc2c(C)c3oc(=O)cc(C)c3cc2c1C (stereo not given),1.7%
COc1cc(/C=C/C(=O)OCC(=O)Nc2ccc3c(c2)OCO3)ccc1O,0.9%[50 µM]
OCCCn1c(C2CCCN2c2nc(-c3ccc(F)cc3)cs2)nc2cc(Cl)c(N3CCCCC3)cc21 (stereo not given),-0.9%
CC(C)C[C@@H](CNCC(=O)[C@H](Cc1c[nH]c2ccccc12)NC(=O)c1[nH]cnc1C(=O)N[C@@H](C)CN)NC(=O)c1nc[nH]c1C(=O)N[C@@H](Cc1ccccc1)C(=O)O,0.3%
Nc1ncnc2c1ncn2[C@@H]1O[C@H](CNCc2cn(CC(=O)NC3CC3)c3ccccc23)[C@@H](O)[C@H]1O,0.1%
COc1cc(OC)cc(C(=O)Nc2ccc(N3CCOCC3)cc2N2CCOCC2)c1,0.3%[50 µM]
Nn1c(COc2ccccc2F)nnc1SCC(=O)NC1CCCCC1,1.5%[50 µM]
Cc1ccc(S(=O)(=O)NCCC(=O)NCC(c2ccco2)N2CCCCC2)cc1C (stereo not given),0.7%[50 µM]
O=C(OCC(=O)N1CCCc2ccccc21)c1cccc(S(=O)(=O)N2CCOCC2)c1,0.6%[50 µM]
CCCCn1c(N)c(N(CCOC)C(=O)C2CCN(S(=O)(=O)c3ccccc3)CC2)c(=O)[nH]c1=O,1.1%[50 µM]
N#CC(=C(O)COC(=O)CCC1CCCCC1)c1nc2ccccc2[nH]1,0.4%
COc1ccc(N(C)S(=O)(=O)c2cccc(C(=O)Nc3ccc(N4CCOCC4)cc3)c2)cc1,-0.4%[50 µM]
C=CC[C@@H](CC(=O)N[C@@H](CO)Cc1ccccc1)C(=O)N[C@H](COC(=O)[C@@H](CC=C)CC(=O)OC(C)(C)C)Cc1c[nH]c2ccccc12,-0.1%
CCOc1ccc(NC(=O)CN(C)C(=O)/C=C/c2ccc(S(=O)(=O)N3CCCCCC3)cc2)cc1OCC,0.7%[50 µM]
Cc1cc(C(=O)NN=C2CCCCCCC2)c2ccccc2n1,-0.9%
COc1cc(NS(=O)(=O)c2cc(C(=O)NCCc3ccccn3)ccc2OC)cc(OC)c1,2.0%
CCC(C(=O)OCC(=O)Nc1c(C)nn(-c2ccccc2)c1C)c1ccccc1 (stereo not given),0.8%[50 µM]

Shown as labelled records: two of the compounds above.
Compound: O=C(OCC(=O)N1CCCc2ccccc21)c1cccc(S(=O)(=O)N2CCOCC2)c1
  K1F lysis inhibition = 0.6%[50 µM]
Compound: Cc1cc(C(=O)NN=C2CCCCCCC2)c2ccccc2n1
  K1F lysis inhibition = -0.9%

New compounds follow:
SMILES,K1F lysis inhibition
O=C(NCc1ccccn1)C1CCN(S(=O)(=O)c2ccccc2F)CC1,1.4%[50 µM]
CC(=O)C[C@H](O)CC(=O)[C@@H]1OC(=O)CCCCCCc2ccccc21,2.9%
Cc1cc(=O)c(C(=O)c2ccccc2)c(C)o1,i
CN(C(=O)c1cccc(NC(=O)Cc2ccc(NC(=O)C3CCN(C(=O)C4CC4)CC3)cc2)c1)C1CCC1,0.1%
COC(=O)[C@H](CCSC)NC(=O)Cn1ccc(N)nc1=O,1.3%
Nc1c(Cl)cc2c(c1Br)Cc1ccccc1-2,-2.8%
CC(OC(=O)c1c(F)cccc1F)C(=O)NCCC1=CCCCC1 (stereo not given),-4.9%
Cc1ccc(C(=O)NNC(=O)c2ccc(S(=O)(=O)N(C)c3ccccc3)cc2)cc1,0.9%[50 µM]
N#CCCN(C(=O)COC(=O)CCC(=O)c1ccc(F)cc1)c1ccccc1,0.3%[50 µM]
Cc1cc2nc3n(c2cc1C)CC1CC(C(=O)NCc2ccccc2)N(C)C31 (stereo not given),1.1%
CC1(c2ccc3c(c2)OCO3)NC(=O)N(CC(=O)Nc2ccccc2[N+](=O)[O-])C1=O (stereo not given),-1.2%
COc1cc2c(cc1OC)[C@@H](NC(=O)CCC1CCCCC1)[C@H](O)C2,0.2%
COc1ccc(NS(=O)(=O)c2ccc(O)c([N+](=O)[O-])c2)cc1S(=O)(=O)N1CCCCC1,1.3%

Quoted from the listing.
O=C(OCC(=O)N1CCCCCC1)c1cccnc1Cl @ K1F lysis inhibition: 0.3%[50 µM]
C=C(C)C(O)Cc1c(OC)ccc(C(=O)/C=C/c2ccc(O)cc2)c1O (stereo not given) @ K1F lysis inhibition: -0.6%
